BL2 CD40 inh: CD40 pathway inhibition in BL2 cells; BL2 NF-kB luciferase reporter, CD40L-induced, 4 h; inhibition, % at 10 µM; 0.94% of 83,000 active; AID 1053188;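 active means mean inhibition of at least 50% with a set share of replicates also reaching that level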;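 further: 0% = neutral control wells and 100% = IKK inhibitor VII at 50 µM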
Starred values were filed as active, the others as inactive; [ ] = remark or other dose. The list is partial. The share of hits here may be higher or lower than overall.

The opening 4 entries as a preview:
SMILES | BL2 CD40 inh
N#Cc1ccc(NC(=O)COC(=O)C2Cc3ccccc3CN2C(=O)c2ccccc2)cc1 (configuration not stated) | 19
O=C(Nc1ccnc(-c2ccncc2)n1)c1cccs1 | 4
C[C@@H]1CN([C@@H](C)CO)C(=O)c2cc(C#CCc3ccccc3)cnc2O[C@H]1CN(C)C(=O)C1CCOCC1 | 4[25 µM]
O=C(CSc1nc(=O)n2ccccc2n1)NCc1ccc(F)cc1 | 13

Main list, from the first entry:
SMILES | BL2 CD40 inh
N#Cc1ccc(NC(=O)COC(=O)C2Cc3ccccc3CN2C(=O)c2ccccc2)cc1 (configuration not stated) | 19
O=C(Nc1ccnc(-c2ccncc2)n1)c1cccs1 | 4
C[C@@H]1CN([C@@H](C)CO)C(=O)c2cc(C#CCc3ccccc3)cnc2O[C@H]1CN(C)C(=O)C1CCOCC1 | 4[25 µM]
O=C(CSc1nc(=O)n2ccccc2n1)NCc1ccc(F)cc1 | 13
COc1ccc(C(=O)COc2ccc(F)cc2)c(O)c1 | -57
O=Cc1sc(Nc2ccccc2)nc1Cl | -30
O=C(N[C@@H]1C=C[C@H](CC(=O)N2CCC(Cc3ccccc3)CC2)O[C@H]1CO)c1cnccn1 | -2[25 µM]
Cc1ccc2nc(-c3ccc(NC(=O)CN4CCN(c5ccccn5)CC4)cc3)sc2c1 | -104
CC(=O)NCC(=O)OCC(=O)c1ccc(Cl)cc1 | 4
CN(C)/C=N/c1nc2ncc(-c3ccc(Cl)cc3)c(/N=C/N(C)C)n2n1 | 7
CCC(=O)N1[C@@H](CO)[C@@H](c2ccccc2)C12CN(Cc1ccccc1Cl)C2 | 8[25 µM]
Cc1ccc(Sc2cncc3sc(C(N)=O)cc23)cc1 | 12[25 µM]
Cn1cccc1C(=O)OCC(=O)c1c[nH]c2ccccc12 | -73
COc1cccc2c1OCC(CN1CCN(C3CCCCC3)C(CCO)C1)=C2 (configuration not stated) | 5
Cc1ccc(C(=O)NCCN(C)C)cc1C | 12
CN(C)c1ccc2c(c1)[C@H]1C[C@H](CC(=O)NCCc3ccccc3)O[C@@H](CO)[C@H]1O2 | -5[25 µM]
CC(OC(=O)Cn1[nH]c(=O)c2ccccc2c1=O)C(=O)NC1(C#N)CCCCC1 (configuration not stated) | 7
CCN(CC)C(=O)CN(c1cccc(Br)c1)S(C)(=O)=O | 4
CCOC(=O)C1(C)CCCN(C(=O)c2ccc(-c3ccccc3)cc2)C1 (configuration not stated) | 17
O=C(NCc1ccccn1)c1nc(-c2ccc(C(F)(F)F)cc2)no1 | 7
Cc1nnc(NC(=O)c2ccc(S(=O)(=O)N3CCOCC3)cc2)s1 | -3
Cc1cc(C)n(-c2ccc(C(=O)NC3=NCCS3)cc2)n1 | -58
Clc1ccc2scc(CN3CCCC3)c2c1 | 1
CC(=O)c1cccc(NC(=O)CC2CCCC2)c1 | -10
CC(=O)N(CCC1(c2ccc(C)cc2)CCOC(C(C)C)C1)Cc1ccco1 (configuration not stated) | 23
COc1ccccc1NC(=O)c1cc(S(=O)(=O)N2CCC3(CC2)OCCO3)ccc1F | 16
O=C(O)C[C@H]1C[C@H]2c3cc(NC(=O)Cc4ccncc4)ccc3O[C@H]2[C@H](CO)O1 | 10[25 µM]
CCCCOC(=O)c1sc2nc(C)cc(C)c2c1N | -83
O=C(Nc1ccc([N+](=O)[O-])cc1)Nc1ccc(N2CCOCC2)c2nonc12 | 1
C[C@@H]1CN([C@H](C)CO)C(=O)c2cccc(NS(=O)(=O)c3ccc(F)cc3)c2O[C@H]1CN(C)S(=O)(=O)c1cccs1 | -6[25 µM]
COc1ccc(NC(=O)N(C)C[C@@H]2OCc3ccccc3-c3c(n(C)c4ccccc34)C(=O)N([C@@H](C)CO)C[C@H]2C)cc1 | 7
COc1ccc(S(=O)(=O)NCc2ccccn2)cc1NC(=O)c1ccccc1 | 8
O=C(Nc1ccc2nn(-c3ccccc3)nc2c1)c1cccs1 | -84
O=C(NC1CCC1)[C@@H]1[C@@H](CO)[C@@H]2Cn3c(ccc(/C=C/c4ccccc4)c3=O)[C@@H]2N1Cc1ccncc1 | -4[25 µM]
O=S1(=O)CCN2C(c3cccc4ccccc34)=CSC2=N1 | -19
O=C(NN1S(=O)(=O)c2ccccc2S1(=O)=O)c1ccc(Br)cc1 | 7
CCCCn1c(N)c(N(CCOC)C(=O)CSCc2cccc(C)c2)c(=O)[nH]c1=O | 21
COC(=O)[C@@H](N)CS | 11
CCN(C(=O)COC(=O)C1CCN(S(=O)(=O)c2ccc(C)c(C)c2)CC1)C1CCS(=O)(=O)C1 (configuration not stated) | 8
O=C(CN1CCCCCC1)Nc1cccc2c1OCO2 | -1
COc1ccc(S(=O)(=O)Nc2cccc3c2O[C@H](CN(C)C(=O)Nc2cccc4ccccc24)[C@H](C)CN([C@@H](C)CO)C3=O)cc1 | -14[25 µM]
CC1CCCCN1CCCNC(=O)CN1C(=O)c2cccnc2Oc2ccccc21 (configuration not stated) | 2
CC(O)/C=C/c1cccc[n+]1C (configuration not stated) | 22
O=[N+]([O-])c1ccc(Sc2n[nH]c(-c3ccncc3)n2)nc1 | -1
COc1ccc(Nc2ncc(F)c(N3CCOCC3)n2)cc1 | -4
C/C=C/c1ccc([C@H]2[C@@H](CO)N(c3ncc(CC)s3)[C@H]2C#N)cc1 | 45[25 µM]
COc1cccc(CNC(=O)Cn2cc3c(n2)CCCCC3)c1 | -3
Cc1sc2c(c1C)CN(CCN1CCOCC1)CN2C(=O)c1ccccc1 | -94
COc1cc(SC)ccc1C(=O)NCCCOC(C)C | -4
COC(=O)[C@H]1[C@H](CO)[C@H]2Cn3c(ccc(-c4cncnc4)c3=O)[C@H]2N1CCC(F)(F)F | 2[25 µM]
COc1ccc(S(=O)(=O)NC(=O)C2(C)CCN2C(=O)COc2ccc(Cl)cc2)cc1OC (configuration not stated) | 12
CN1CCN(C(=O)C[C@@H]2C[C@@H]3c4cc(NC(=O)NC5CCCCC5)ccc4O[C@@H]3[C@@H](CO)O2)CC1 | 11
COC(=O)Cc1ccc(OC2(C)CCN(Cc3csc4ccccc34)C2)cc1 (configuration not stated) | 6
CCSc1nnc(NC(=O)CC)s1 | -1
COCCCn1c(SCCc2ccccc2)nc2cc(OC)c(OC)cc2c1=N | 11
Cc1cc(C)n2nc(SCC(=O)Nc3ccccc3F)nc2n1 | -1
COc1ccc2[nH]c(C(=O)NCc3ccc4c(c3)OCO4)cc2c1 | -4
O=C(C1COc2ccccc2O1)N1CCN(c2nc3ccc([N+](=O)[O-])cc3s2)CC1 (configuration not stated) | 4
O=C(C[C@@H]1C=C[C@@H](NC(=O)C2CCC2)[C@H](CO)O1)NC1CCCCC1 | -4[25 µM]
CC(Sc1nnc(C2CC2)n1C)C(=O)Nc1ccc(N2CCOCC2)cc1 (configuration not stated) | -11

A few values from the list.
COC(=O)[C@H]1[C@H](CO)[C@H]2Cn3c(ccc(-c4cncnc4)c3=O)[C@H]2N1CCC(F)(F)F in BL2 CD40 inh shows 2[25 µM]
O=C(C1COc2ccccc2O1)N1CCN(c2nc3ccc([N+](=O)[O-])cc3s2)CC1 (configuration not stated) in BL2 CD40 inh shows 4

More results:
SMILES | BL2 CD40 inh
COc1cccc(CNC(=O)c2ccc(F)c(S(=O)(=O)N3CCCCC3)c2)c1 | 0
COc1ccc(NS(=O)(=O)c2ccc3oc4ccccc4c3c2)cn1 | 4
COc1ccc2c3c([nH]c2c1)[C@@H](CO)N(C(=O)Nc1c(C)noc1C)CC31CCN(CC2CCCC2)CC1 | 5
COc1ccc2nc(C)[nH]c(=O)c2c1 | 3
COc1ccc(NC(=O)COC(=O)C2CC(=O)N(c3ccc(C)cc3)C2)cc1 (configuration not stated) | 23
CCNC(=S)N1CCC(C(O)(c2ccccc2)c2ccccc2)CC1 | -3
COc1cc(CC(=O)OCC(=O)NCc2ccc(C)cc2)cc(OC)c1OC | 4
C[C@@H]1CN([C@@H](C)CO)C(=O)c2cc(C#CC3(O)CCCC3)cnc2O[C@H]1CN(C)S(=O)(=O)c1ccc(F)cc1 | 1[25 µM]
CN(C)C(=O)c1cccc(-c2cccc(-c3nc(C(=O)N4CCCCC4)cc4c3[C@H](CCO)N([S@@](=O)C(C)(C)C)C4)c2)c1 | -6[25 µM]
CSc1ccc(CN2CCC(C)(Oc3cccc(F)c3)C2)cc1 (configuration not stated) | -3
OC[C@H]1O[C@@H](c2nc(-c3ccccc3Br)no2)[C@H](O)[C@@H]1O | -4
COc1ccc(NC(=O)CN(C)C(=O)CCCSc2nc3ccccc3[nH]2)cc1 | -3

Reprinted at random: 2 entries already listed.
SMILES | BL2 CD40 inh
COc1ccc2nc(C)[nH]c(=O)c2c1 | 3
CSc1ccc(CN2CCC(C)(Oc3cccc(F)c3)C2)cc1 (configuration not stated) | -3

Other records follow:
SMILES | BL2 CD40 inh
CC1CN(c2nc(-c3ccccc3)nc3ccccc23)CC(C)O1 (configuration not stated) | 19
COc1ccc(-c2csc(NC(=O)c3nc(-c4ccccc4)oc3C)n2)cc1 | 10
CN(CCC#N)S(=O)(=O)c1cc2c3c(c1)CCN3C(=O)CC2 | 2
COc1ccccc1C(=O)N1CCN(Cc2nc(CC3CC3)no2)CC1 | 6
CCOP(=O)(OCC)c1nc(-c2cccc3ccccc23)oc1N1CCCCC1 | 6
CCCCC(NC(=O)c1ccc(Cl)cc1)C(=O)O (configuration not stated) | -1
Cc1cc(C(F)(F)F)nn1CC(=O)N1CCCC1 | 7
CNC(=O)CN(C)S(=O)(=O)c1ccc(F)cc1 | 3
COc1ccccc1-c1ccccc1[C@H]1[C@@H](C#N)N(C(=O)C2CCOCC2)[C@@H]1CO | 4[25 µM]
CCN(CC(=O)O)S(=O)(=O)c1cc(Cl)ccc1Cl | 2
COc1ccc(NC2CC(=O)NC2=O)cc1 (configuration not stated) | -18
O=C(CSC1=NS(=O)(=O)c2cc(F)ccc2N1)Nc1ccccc1 | 1
COc1ccc(CCCC(=O)N/N=C/c2ccccc2OC)cc1 | 8
O=C(COc1ncnc2c(Cl)cc(Cl)cc12)NC1CCCCCC1 | 4
COc1ccc2c(c1)C(C1C(=O)CCCC1=O)c1ccccc1O2 (configuration not stated) | -8
CCOC(=O)c1c(C)c(C(=O)NCc2cccs2)c(C)n1C | 2
N#C[C@@H]1[C@@H](c2ccc(C#CC3CCCC3)cc2)[C@@H](CO)N1C(=O)Cc1ccccn1 | 22[25 µM]
CCOc1ccc(NC(=O)CN(C)C(=O)Cc2c[nH]c3ccccc23)cc1OCC | -8
CC(C)[C@H](NC(=O)c1ccccc1)C(=O)OCC(=O)c1c(N)n(C)c(=O)n(C)c1=O | -3
COc1ccccc1C1CCN(C(=O)c2ccco2)CC1 | 18
O=C(c1ccco1)N1C(=O)c2cccc3cccc1c23 | 1
CCOc1ccccc1OCCC(=O)OCC(=O)c1ccc[nH]1 | 7
Cc1cc(S(=O)(=O)Nc2ccc(C(=O)NCCCN3CCOCC3)cc2)ccc1F | 1
CCOC(=O)N=S(N)(=O)c1ccc(Cl)cc1 (configuration not stated) | 5
O=C(NCC[C@H]1CC[C@@H](NS(=O)(=O)c2ccc(F)cc2)[C@@H](CO)O1)c1ccc2c(c1)OCO2 | 17[25 µM]
COc1cccc(C(=O)Nc2ccc3c(c2)C(=O)N(C)[C@H]2CC[C@@H](CC(=O)N[C@@H](C)c4ccccc4)O[C@H]2CO3)c1 | 38[25 µM]
N#Cc1ccccc1COC(=O)c1cccc(S(=O)(=O)N2CCCC2)c1 | 9
CC(C)CC(O)C1CCN(C(=O)CCc2nnc(-c3ccccc3)o2)CC1 (configuration not stated) | -14
O=C(c1ccc2c(c1)OCO2)C1CCCN(C(=O)c2cnn(Cc3ccccc3)c2)C1 (configuration not stated) | -26
O=C(COc1ccc(S(=O)(=O)NC2CCCC2)cc1)NCC1CCCO1 (configuration not stated) | -6
COc1ccc(S(=O)(=O)N/N=C\c2ccc3c(c2)OCO3)cc1 | -1
NC1=C(Cl)C(=O)c2ccc(S(N)(=O)=O)cc2C1=O | 60*
Cn1c(N)c(C(=O)COC(=O)COc2ccc3ccccc3c2)c(=O)n(C)c1=O | 1
CCS(=O)(=O)N(C)C[C@H]1OCc2ccccc2-c2c(n(C)c3ccccc23)C(=O)N([C@H](C)CO)C[C@H]1C | -11
Clc1ccc(-c2ccnc(Oc3ccc4ccccc4c3)n2)cc1 | 3
CCCC(=O)Nc1c(C(=O)OCC)oc2ccccc12 | 14
Cc1cc(S(=O)(=O)N2CCN(CC(=O)NC(C)(C#N)C3CC3)CC2)ccc1Br (configuration not stated) | 4
CO[C@@H]1CC[C@@H]2CCOc3c(C#N)cccc3C(=O)N(C)C[C@@H](OC)[C@H](C)C(=O)N(C)C[C@@H]1O2 | -1[25 µM]
O=C(COc1ccc(S(=O)(=O)N2CCCC2)cc1)N1CCCCC1 | -6
CO[C@H]1CC[C@@H]2CCOc3c(C#N)cccc3C(=O)N(C)C[C@@H](c3ccccc3)CC(=O)N(C)C[C@H]1O2 | 1[25 µM]
Cc1ccc(NC(=O)C(C)OC(=O)c2nc(Cl)ccc2Cl)cc1S(=O)(=O)N1CCOCC1 (configuration not stated) | 0
O=C(O)c1ccc2cccnc2c1O | 14
c1ccc(-n2cnnc2SCc2cn3cccnc3n2)cc1 | 5
O=C(C1CCCCC1)N1C[C@H]2[C@@H](c3ccccc31)[C@@H](CO)N2C(=O)c1ccccc1F | -3[25 µM]
CN(C)C(=O)C[C@@H]1CC[C@H]2[C@@H](COC[C@@H](O)CN2C(=O)C2CCOCC2)O1 | -8[25 µM]
Cc1ccc(S(=O)(=O)NN=Cc2c(O)ccc3ccccc23)cc1 | 2
Cc1c(C)n2c(SCC(=O)NC3CCCC3)nnc2[nH]c1=O | 4
C/C=C/c1ccc([C@H]2[C@@H](CO)N[C@@H]2CNC(=O)CC2CC2)cc1 | 7[25 µM]
CCOc1ccccc1NC(=O)C1CCCN(C(=O)Nc2ccccc2)C1 (configuration not stated) | 4
O=C(COc1cccc(F)c1)NNC(=O)Cc1ccc(Br)cc1 | 5
O=C(CCCCCNC(=O)N1CCn2c1nc1ccccc12)NCCc1ccccc1 | 6

Source: PubChem BioAssay (Broad Institute)
